Siah-1 displacement: Siah-1 peptide-binding antagonists, primary screen, biochemical, fluorescence polarization, rhodamine-plectin, uHTS (AID 1817); hit rate 0.02% among 290,000; Siah-1 / rhodamine-plectin peptide fluorescence polarization; higher % means a stronger effect; displacement, % at 20 µM; hits with a dose series show IC50 in µM; E3 ubiquitin-protein ligase SIAH1 (Homo sapiens);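 active means displacement of at least 50% at 20 µM, with a fluorescence ratio check between 0.3 and a set limit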;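 further: plate controls were Siah plus tracer with DMSO for no effect and tracer alone without Siah for full effect; strong numbers were not always called active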
GPR35 antagonists: GPR35 antagonists blocking zaprinast-driven arrestin recruitment, primary screen, imaging, U2OS, beta-arrestin-GFP, zaprinast agonist (AID 2058); G-protein coupled receptor 35 (Homo sapiens); U2OS GPR35 beta-arrestin-GFP translocation imaging, zaprinast antagonism; higher % means a stronger effect; inhibition, % at 10 µM, or IC50 in µM where a hit was titrated; hit rate 0.052% among 290,000;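 active means inhibition of at least 50% with at least 30 cells and total cytoplasm GFP at most 10,000,000; inconclusive means under 30 cells or total GFP of 10,000,000 plus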
Myeloid diff 2: induction of myeloid progenitor differentiation, primary screen, cell-based, flow cytometry, MLPCN library | calls only at 10 µM | ER-HoxA9 myeloid progenitors, lysozyme-GFP differentiation | hit rate 1% among 360,000 | AID 624256, 2012;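 active means normalized GFP-positive differentiation at or above the plate's own cutoff, the solvent-only control mean plus 3 SD; inconclusive means no clear call, values can overlap the other calls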;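 further: cells exposed to compound for four days before flow analysis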
GPR55 LPI antagonism: GPR55 antagonists blocking LPI-driven arrestin recruitment, primary screen, imaging, U2OS, beta-arrestin-GFP, LPI agonist (AID 2013). G-protein coupled receptor 55 (Homo sapiens). U2OS GPR55 beta-arrestin-GFP translocation imaging, LPI antagonism; higher % means a stronger effect. inhibition, % at 10 µM, or IC50 in µM where a hit was titrated. hit rate 0.13% among 290,000;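 active means spots per cell inhibited over 60%, with over 100 cells counted and total cytoplasm intensity under 500,000; inconclusive means wells with under 100 cells, flagged as likely toxic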;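 further: U2OS cells stably carrying GPR55 and arrestin-GFP stimulated by 5 µM LPI near EC80; imaged beta-arrestin-GFP aggregate spots per cell after agonist stimulation; plate controls were LPI-stimulated DMSO wells for no effect and DMSO wells without LPI for full effect; some results filed as inactive read as strong as hits; confirmed hits need IC50 under 10 µM and bright autofluorescent wells are also inconclusive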
PhoP inhibition: inhibitors of PhoP regulon expression, primary screen, Salmonella Typhimurium, GFP reporter (AID 1863). S. Typhimurium PhoP-regulated promoter GFP reporter, 4 h; higher % means a stronger effect. one-dose inhibition, % at 50 µM; IC50 in µM for titrated hits. hit rate 0.16% among 300,000;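 active means inhibition over 29.93%, a cutoff 3 SD above the screen mean, later confirmed by dose response; inconclusive means inhibition over 29.93% but no dose response follow-up; inactive means inhibition at most 29.93% or unconfirmed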;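 further: 0% = low Mg2+ inducing control and 100% = high Mg2+ repressing control; strong numbers were not always called active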
LYP phosphatase: inhibitors of LYP phosphatase, biochemical, fluorescence intensity, uHTS (AID 1779); Tyrosine-protein phosphatase non-receptor type 22 (Homo sapiens); recombinant LYP phosphatase, fluorescence intensity; higher % means a stronger effect; one-dose inhibition, % at 11.5 µM; IC50 in µM for titrated hits; hit rate 0.054% among 290,000; in the data active means inhibition above about 50%;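 further: plate controls were vehicle with enzyme for no effect and no enzyme for full effect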
NTR1 ag: agonists of NTR1, primary screen, imaging, U2OS cells, beta-arrestin-GFP, high content (AID 493036); Neurotensin receptor type 1 (Homo sapiens), P30989; NTR1-U2OS beta-arrestin-GFP spot imaging, agonist mode; activation, % at 20 µM; hit rate 0.17% among 330,000;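 active means activation at or above 40% of the spot to cytoplasm intensity ratio, with at least 20 cells analyzed; inconclusive means wells under 20 cells, flagged as cytotoxic or low count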;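 further: 0% = DMSO without peptide and 100% = 100 nM NTR1 peptide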
Target sequence (P30989 whole entry, looked up): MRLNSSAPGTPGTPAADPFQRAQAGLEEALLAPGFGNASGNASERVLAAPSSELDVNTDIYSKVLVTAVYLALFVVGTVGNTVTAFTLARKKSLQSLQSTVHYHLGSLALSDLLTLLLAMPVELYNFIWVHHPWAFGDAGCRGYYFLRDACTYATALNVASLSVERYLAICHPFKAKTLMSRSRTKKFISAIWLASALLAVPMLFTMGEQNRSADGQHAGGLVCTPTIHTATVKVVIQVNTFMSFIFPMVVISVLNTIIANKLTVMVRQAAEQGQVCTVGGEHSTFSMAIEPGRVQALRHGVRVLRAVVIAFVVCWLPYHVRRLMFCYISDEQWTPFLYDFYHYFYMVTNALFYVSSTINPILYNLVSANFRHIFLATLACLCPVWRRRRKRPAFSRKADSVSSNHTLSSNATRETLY
MgcRacGAP inhibition: MgcRacGAP GTPase-activating activity inhibitors, confirmation, biochemical, ADP Hunter fluorescence. hit rate 0.6% among 340,000. MgcRacGAP-stimulated Rac1 GTP hydrolysis, ADP Hunter fluorescence; higher % means a stronger effect; GST-tagged Rac1 F28L mutant substrate. inhibition, % at 30 µM; hits with a dose series show IC50 in µM;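 active means first-screen hits whose inhibition reached a set limit at any dose in the follow-up dose series; inconclusive means inhibition above the set first-screen limit but never retested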;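 further: fluorescence reports GDP produced by GAP-driven GTP hydrolysis; strong numbers were not always called active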
HIV peptide binding: inhibitors of HIV fusion peptide binding, primary screen, biochemical, uHTS, fluorescence dequenching (AID 1986). cell-free peptide binding, fluorescence dequenching, 30 min; higher % means a stronger effect. inhibition, % at 20 µM; hits with a dose series show IC50 in µM. hit rate 0.3% among 290,000; in the data active means inhibition mostly above about 52%, no sharp cut-off; inactive means mostly below about 76%; further: some results filed as inactive read as strong as hits
NTR1 ag cell count 20 µM: also measured in NTR1 ag; calls as there; cell count; measured here: cell count, cytotoxicity flag
Myeloid diff 2 GFP+ MAC1+ %: further read-out of Myeloid diff 2, marked with its call; GFP+ MAC1+ double positive, %; measured here: differentiation confirmed by MAC1 staining
* marks the source's active call; other numbers are inactive results; i = inactive; ? = inconclusive; nt = no result given.

SMILES	Siah-1 displacement	GPR35 antagonists	Myeloid diff 2	Myeloid diff 2 GFP+ MAC1+ %	GPR55 LPI antagonism	PhoP inhibition	LYP phosphatase	NTR1 ag	NTR1 ag cell count 20 µM	MgcRacGAP inhibition	HIV peptide binding
CCOc1ccc(N(CC(=O)N2CCN(C(=O)CN(c3ccc(OCC)cc3)S(C)(=O)=O)CC2)S(C)(=O)=O)cc1	10%	17%	i	0.5	-24%	-6%	-9%	1.2	71	5%	1.8%
COc1ccc(-n2c(SCC(=O)Nc3cccc(C(=O)O)c3)nnc2-c2ccco2)cc1	4%	-3%	i	0.7	4%	10%	-4%	1.0	70	7%	1.9%
C[n+]1cn(CC(O)COCc2ccccc2)c2ccccc21 (centres undefined)	-5%	11%	i	7.4	5%	-4%	-2%	0.2	53	-6%	2.0%
Cc1cccc(NS(=O)(=O)c2ccc(C(=O)NCC(c3ccco3)N3CCCCC3)cc2)c1C (centres undefined)	nt	nt	i	1.5	nt	5%	nt	0.5	79	8%	nt
Cc1ccc(S(=O)(=O)N(CC(=O)N2CCOCC2)c2ccc(Br)cc2)cc1	2%	8%	i	0.2	10%	5%	-10%	-0.6	50	3%	-1.8%
O=C(COc1ccccc1)N(Cc1nnc(-c2ccccc2Cl)o1)C1CC1	nt	nt	i	0.2	nt	14%	nt	-0.8	50	3%	nt
O=C(Nc1cc2c3c(c1)CC(=O)N3CCC2)c1c(F)cccc1F	nt	nt	i	0.7	nt	-2%	nt	0.2	72	2%	nt
CCCc1cc(=O)c2c(O)cccc2o1	-4%	0%	i	0.4	5%	-3%	-9%	-0.1	49	7%	-1.4%
O=C(NNC(=O)C12CC3CC(CC(C3)C1)C2)c1cnccn1	9%	-2%	i	0.4	6%	-2%	-11%	-1.4	66	-3%	-0.9%
CCCC1Cc2c(sc3ncnc(N)c23)CO1 (centres undefined)	1%	12%	i	1.3	5%	6%	-8%	-1.4	34	4%	-1.2%
CC(C)(C)C(=O)CNS(=O)(=O)c1ccc(S(=O)(=O)NC2CC2)cc1	-3%	2%	i	0.2	-2%	5%	-13%	0.2	57	6%	0.0%
NC1=NC(=O)/C(=C/c2ccsc2)S1	-4%	-14%	i	1.0	-2%	-2%	4%	-0.2	55	8%	-0.8%
CCOCCCNC(c1ccccc1)c1ccncc1 (centres undefined)	8%	4%	i	0.5	11%	0%	-10%	1.1	65	1%	0.8%
Nc1nc(-c2cc(-c3ccccc3)no2)cs1	8%	4%	i	0.4	7%	3%	-5%	0.6	72	5%	2.6%
COc1ccc2nc(NC(=O)CSc3nccc(C)n3)sc2c1	-2%	-2%	i	0.6	17%	24%	-3%	-1.3	89	7%	0.8%
Cc1ccsc1C(=O)NCc1ccccc1Cl	-2%	-12%	i	0.7	5%	4%	1%	1.6	58	3%	-1.6%
O=C(NCc1ccccn1)C1CCN(S(=O)(=O)c2ccccc2)CC1	3%	-1%	i	1.3	30%	0%	-6%	-1.4	44	1%	-1.8%
Cc1ccc(CN2CC(C(=O)Nc3ccc(S(=O)(=O)N4CCCCC4)cc3)CC2=O)cc1 (centres undefined)	-1%	-8%	?	nt	4%	0%	4%	0.3	41	-2%	-0.2%
Cc1c(S(=O)(=O)c2ccccn2)c(N)n(Cc2cccc(Cl)c2)c1C	12%	3%	i	0.6	4%	-4%	-6%	nt	nt	nt	5.4%
CC(C)n1c(O)c(N=Nc2ccc(Cl)c(C(=O)O)c2)c2ccccc21	1%	9%	i	0.6	16%	-6%	1%	-1.7	52	12%	9.5%

2 of these compounds in another layout.
CCOCCCNC(c1ccccc1)c1ccncc1 (centres undefined)
  Siah-1 displacement = 8%
  GPR35 antagonists = 4%
  Myeloid diff 2 = i
  Myeloid diff 2 GFP+ MAC1+ % = 0.5
  GPR55 LPI antagonism = 11%
  PhoP inhibition = 0%
  LYP phosphatase = -10%
  NTR1 ag = 1.1
  NTR1 ag cell count 20 µM = 65
  MgcRacGAP inhibition = 1%
  HIV peptide binding = 0.8%
Nc1nc(-c2cc(-c3ccccc3)no2)cs1
  Siah-1 displacement = 8%
  GPR35 antagonists = 4%
  Myeloid diff 2 = i
  Myeloid diff 2 GFP+ MAC1+ % = 0.4
  GPR55 LPI antagonism = 7%
  PhoP inhibition = 3%
  LYP phosphatase = -5%
  NTR1 ag = 0.6
  NTR1 ag cell count 20 µM = 72
  MgcRacGAP inhibition = 5%
  HIV peptide binding = 2.6%

The main list resumes with the 3 entries that preceded the break.
SMILES	Siah-1 displacement	GPR35 antagonists	Myeloid diff 2	Myeloid diff 2 GFP+ MAC1+ %	GPR55 LPI antagonism	PhoP inhibition	LYP phosphatase	NTR1 ag	NTR1 ag cell count 20 µM	MgcRacGAP inhibition	HIV peptide binding
Cc1ccc(CN2CC(C(=O)Nc3ccc(S(=O)(=O)N4CCCCC4)cc3)CC2=O)cc1 (centres undefined)	-1%	-8%	?	nt	4%	0%	4%	0.3	41	-2%	-0.2%
Cc1c(S(=O)(=O)c2ccccn2)c(N)n(Cc2cccc(Cl)c2)c1C	12%	3%	i	0.6	4%	-4%	-6%	nt	nt	nt	5.4%
CC(C)n1c(O)c(N=Nc2ccc(Cl)c(C(=O)O)c2)c2ccccc21	1%	9%	i	0.6	16%	-6%	1%	-1.7	52	12%	9.5%
N/C(=N\OC(=O)c1ccc(Cl)cc1Cl)c1ccccc1	-2%	4%	i	3.3	0%	-4%	-6%	6.9	66	0%	-2.7%
CC(C)C[C@@H](COc1ccccc1)N1CCN(C)CCC1=O	-3%	-6%	i	1.3	4%	2%	-6%	-4.9	60	3%	1.1%
Cc1ccc(N2C(=O)c3n[nH]c(C)c3C2c2ccccn2)cc1 (centres undefined)	-2%	11%	i	2.3	0%	-10%	-7%	0.0	89	-2%	-0.2%
COc1ccc(/C=C(\C#N)C(=O)OCC(=O)Nc2c(C)cccc2C(C)C)cc1	-5%	1%	i	0.3	1%	-12%	-13%	0.2	48	6%	-1.4%
CCN(CC)c1ccc(NC(=O)c2ccccc2Br)cc1S(=O)(=O)Nc1ccccc1OC	2%	6%	i	1.2	5%	14%	5%	0.9	42	16%	-1.3%
CCC(=O)N1CCc2cc(-c3csc(NC(=O)c4ccco4)n3)ccc21	-1%	-15%	i	0.7	1%	5%	-8%	6.5	53	9%	-1.9%
CCc1sc(C(=O)Nc2cccnc2)cc1Br	0%	0%	i	4.0	4%	-6%	-6%	0.7	62	6%	2.6%
O=C(CCCN1C(=O)c2ccccc2C1=O)N1CCc2ccccc2C1	3%	3%	i	0.6	9%	-3%	-5%	5.9	72	4%	-0.3%
CCOC(=O)c1cnc2cc(-c3ccc(Br)cc3)nn2c1C	-1%	17%	i	0.2	5%	-1%	-8%	-0.4	60	12%	1.5%
CCOC(=O)N1CCN(C(=O)COc2ccc3c(c2)C(=O)CC2(CCN(C(C)=O)CC2)O3)CC1	-2%	-4%	i	5.5	-11%	20%	-2%	-0.7	84	4%	-1.1%
Oc1ccccc1-c1n[nH]c(=S)n1Cc1ccco1	2%	-5%	i	5.7	11%	-2%	1%	-1.5	63	13%	-0.2%
O=C(c1noc2c1CCc1ccccc1-2)N1CCc2ccccc2C1	0%	9%	nt	nt	-11%	-1%	-3%	nt	nt	nt	2.2%
COc1ccc(OC)c(S(=O)(=O)Nc2ccc(CC(=O)O)cc2)c1	4%	-1%	i	0.8	4%	-4%	-6%	0.9	66	3%	4.4%
COc1ccc(-c2nn(-c3ccccc3)cc2/C=N/NC(=O)c2cccc(S(=O)(=O)Nc3ccccc3OC)c2)cc1	7%	2%	i	1.0	18%	-2%	4%	-0.2	45	1%	-0.1%
Cc1cc(C)nc(SCc2cn3cc(Cl)ccc3n2)n1	-1%	-8%	i	0.1	-4%	-5%	0%	4.7	80	1%	2.6%
O=C(NCCNC(=O)c1ccccn1)c1ccc(Cl)cc1	3%	-4%	i	6.5	9%	-3%	0%	-2.2	64	0%	1.2%
Cc1cc(-c2csc(NC(=O)c3cccc(S(=O)(=O)N(C)C)c3)n2)c(C)n1-c1ccccc1	9%	-2%	i	0.6	-3%	5%	4%	0.5	59	11%	22%
Cc1ccc2c(c1)=C(c1ccccc1)N(O)CC(=O)N=2	-2%	1%	i	0.1	6%	8%	0%	-1.6	39	4%	-0.8%
CN(CC(=O)NC1CCCc2ccccc21)S(=O)(=O)c1ccc2c(c1)c(=O)n(C)c(=O)n2C (centres undefined)	4%	14%	i	2.7	4%	9%	-5%	3.5	53	21%	2.4%
CCCCN(CC)CCCNC(=O)c1cn(C)c(=O)c2c1c1ccccc1n2C	4%	-1%	i	0.7	3%	-8%	-3%	2.1	79	13%	-1.2%
Cc1cccn2c(=O)c(/C=C(\C#N)S(=O)(=O)c3ccccc3)c(Oc3ccc(Cl)cc3)nc12	14%	-8%	i	0.5	2%	-2%	3%	16	68	9%	3.9%
CCOC(=O)C1CCN(C(=O)COc2ccc3c(C)cc(=O)oc3c2)CC1	nt	nt	i	0.5	nt	0%	nt	-0.2	50	2%	nt
CC1=NN(C(=O)c2cccnc2)C(O)(C(F)(F)F)C1 (centres undefined)	2%	15%	i	0.2	7%	-1%	-7%	-0.8	83	0%	1.0%
CC(C)N(C(=O)C[n+]1ccsc1N)c1ccccc1	-5%	-6%	i	0.4	3%	3%	-4%	0.6	45	-3%	-1.0%
O=C(c1cccc(NS(=O)(=O)c2ccc(Br)cc2)c1)N1CCCCC1	nt	nt	i	0.7	nt	-5%	nt	2.1	58	-3%	nt
O=C(CCl)NC1CCCc2ccccc21 (centres undefined)	9%	3%	i	0.7	10%	1%	-6%	0.0	63	7%	2.0%
CCOc1ccc(-c2cc(CCCC(=O)NCCc3ccc(OC)c(OC)c3OC)no2)cc1	2%	10%	i	0.7	6%	0%	-3%	-2.1	59	4%	-0.9%
CC(=O)N1CCN(c2ccc(NS(=O)(=O)c3ccc(C)cc3)cc2)CC1	-3%	15%	i	0.2	-6%	14%	-10%	0.5	42	4%	-3.3%
Cc1ccc2c(c1)N(CC(=O)N1CCCC1)C(=O)CO2	-1%	4%	i	0.7	1%	10%	-5%	-0.1	59	8%	1.5%

High-throughput results: PubChem, several laboratories
